Source: PubChem BioAssay (National Center for Advancing Translational Sciences (NCATS))
Pf growth 96h – Primary qHTS for delayed death inhibitors of the malarial parasite plastid, 96 hour incubation; P. falciparum luciferase reporter growth, 96 h; Potency, µM (titrated, usually from 28.7 µM), inactives show at the highest dose activity change, negative = inhibition, actives largely listed as inhibitors; hit rate 6.9% among 320,000; AID 504834, 2011
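Infected RBCs, 2% Hct / 0.05% parasitemia final; luciferase-reporter P. falciparum; cpd 96 h, 37 C, 5% CO2; luciferase detection reagent; luminescence.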
LmPK inh – qHTS Assay for Inhibitors of Leishmania Mexicana Pyruvate Kinase (LmPK). Potency, µM (doses to about 57.5 µM), for the others: at the top dose activity change, negative = inhibition, actives largely listed as inhibitors. purified LmPK, Kinase-Glo ATP luminescence, 1 h. Q27686. AID 1721, 2009. hit rate 0.37% among 290,000
Target sequence (Q27686 whole entry, looked up): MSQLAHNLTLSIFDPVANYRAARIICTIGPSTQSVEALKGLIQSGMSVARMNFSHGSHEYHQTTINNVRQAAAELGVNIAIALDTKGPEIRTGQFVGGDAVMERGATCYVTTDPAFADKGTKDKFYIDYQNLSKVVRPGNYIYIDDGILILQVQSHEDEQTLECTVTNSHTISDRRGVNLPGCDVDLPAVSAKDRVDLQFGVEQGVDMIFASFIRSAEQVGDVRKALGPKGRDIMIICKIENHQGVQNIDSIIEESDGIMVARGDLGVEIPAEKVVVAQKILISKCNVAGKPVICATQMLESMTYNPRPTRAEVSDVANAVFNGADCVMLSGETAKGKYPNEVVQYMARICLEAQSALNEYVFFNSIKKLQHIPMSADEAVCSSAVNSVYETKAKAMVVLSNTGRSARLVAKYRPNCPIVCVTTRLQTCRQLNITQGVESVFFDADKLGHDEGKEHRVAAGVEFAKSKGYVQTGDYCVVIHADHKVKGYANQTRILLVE
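ATP generated from ADP (0.1 mM) and PEP (0.5 mM) by 0.1 nM LmPK over 1 h at room temperature (pH 7.2 imidazole buffer) was detected by coupled luciferase luminescence. Values were normalized to uninhibited and no-enzyme wells.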
Pf growth 48h – Primary qHTS for delayed death inhibitors of the malarial parasite plastid, 48 hour incubation; P. falciparum luciferase growth in erythrocytes, 48 h; Potency, µM (titrated, usually from 28.7 µM), inactives show at the top dose activity change, negative = inhibition, hits mostly inhibitors; hit rate 5.9% among 310,000; AID 504832, 2011
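Luciferase-expressing P. falciparum in infected erythrocytes (2% hematocrit, 0.1% parasitemia final) in RPMI 1640/0.5% Albumax were exposed to compound for 48 hours at 37 C, 5% CO2; growth read as luminescence.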
TbPYK inhibitor – qHTS of Trypanosoma Brucei Inhibitors; pyruvate kinase (Trypanosoma brucei), Q57TT1; TbPYK enzyme, Kinase-Glo Plus ATP luminescence, 45 min; Potency, µM (series often up to 76.8 µM), for the others: at the highest dose activity, negative = inhibition, usual class: inhibitors; hit rate 0.12% among 410,000; AID 624173, 2012; further: nearly all actives have a fitted effect of over 50% in size
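Glycolytic pyruvate kinase of T. brucei was incubated with substrate, test compound and 130 uM ADP for 45 minutes at room temperature. Luminescent Kinase-Glo Plus signal was measured after 10 minutes.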
Sm TGR block – qHTS Assay for the Inhibitors of Schistosoma Mansoni Peroxiredoxins; Potency, µM (series often up to 114 µM), without a hit: at the top dose activity change, negative = inhibition, most hits filed as inhibitors; hit rate 3% among 360,000; purified TGR, DTNB reduction, TNB absorbance 405 nm; further: nearly all actives have a fitted effect of over 60% in size
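TGR 20 nM + NADPH 100 uM (dispensed conc.), cpd preinc 15 min RT; start with NADPH (500 uM addition) then DTNB (15 mM addition). Kinetic TNB absorbance, 405 nm filter. Four-parameter Hill fit across titration.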
HCV inhibitor – qHTS Assay for Inhibitors of Hepatitis C Virus (HCV) | Huh7.5.1 HCVcc-Cre infection, luciferase reporter, 44 h | AID 651820, 2012 | hit rate 3.4% among 340,000 | Potency, µM (doses to about 41.8 µM), without a hit: at the top dose activity change, negative = inhibition, most hits filed as inhibitors
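Whole-lifecycle infectious HCVcc-Cre system; cells 1,000/well, compound then virus (~0.5 moi) added 4 h after plating, 44 h culture. Luciferase read 15 sec following 15 min substrate incubation, room temp.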
Starred values were filed as active, the others as inactive; ? = inconclusive; . = no result given; & = joins results of further samples; [ ] = remark or other dose. The call rests on the fitted dose curve; in most records, active means well fitted curve in the direction sought with a large enough effect; inconclusive means small, poorly fitted or top-dose-only effect, or another doubt; inactive means no such curve, though single readings can be large; an effect the other way counts as inactive or inconclusive. On the % scale 0 is the no-effect control and ±100 the full control effect; potency means the concentration at half of the fitted maximal effect.

molecule,Pf growth 96h,LmPK inh,Pf growth 48h,TbPYK inhibitor,Sm TGR block,HCV inhibitor
COc1ccc(NC(=O)CSc2nnc(-c3ccoc3C)n2CC2CCCO2)cc1 (stereo unspecified),?,2%,-13%,-3%,-3%,8%
O=C(CN1C(=O)C2CC=CCC2C1=O)NC1CCCc2ccccc21 (stereo unspecified),.,3%,-12%,4%,-13%,0%
Cc1cc(C(F)F)nn1CC(=O)N1CCSCC1,-18%,1%,6%,2%,-1%,11%
CCOC(=O)C(Oc1ccc2c(-c3ccc(OC)cc3)cc(=O)oc2c1C)c1ccccc1 (stereo unspecified),14%,1%,?,-21%,-26%,-28%
COC(=O)c1ccc(Oc2c(C(F)(F)F)oc3c(CN4CCN(C)CC4)c(O)ccc3c2=O)cc1,-11%,-5%,?,-9%,-18%,-23%
COc1ccc(/C=N/NC(=O)CC(=O)NCCc2ccccc2)cc1OC,34%[activator],-3%,21%,-3%,-22%,8%
Nc1nonc1NC(=O)CSc1ncccc1C(=O)O,.,-6%,3%,-6%,5%,5%
Cc1ccc(-c2c(C(=O)N/N=C/c3ccc4c(c3)OCO4)nnn2-c2nonc2N)cc1,?,8%,?,4%,-12%,-21%
O=C(NCCS(=O)(=O)NCCc1ccccc1)c1ccc2c(c1)OCO2,101%[activator],.,93%[activator],0%,-1%,-3%[8.37 µM]
CC1(C)c2ccccc2-c2nc3ccccc3cc2C1O (stereo unspecified),-2%,-8%,-4%,-6%,14%,16%
CCN(CC)c1ccc(CNc2ccc3c(c2)ncn3CC)cc1,-19%,-3%,9%,1%,?,-15%
Cc1ccccc1N1CN(Cc2ccco2)CNC1=S,.,-1%,5%,2%,10%,14%
Cc1cccc(NC(=O)c2oc3c(c2C)C(=O)CC(C)(C)C3)n1,.,5%,-8%,-1%,1%,?
Cc1ccn2c(NC(=O)c3ccccc3)c(-c3ccccc3)nc2c1,-24%,3%,6%,4%,1%,-6%
COC(=O)C1=C(C)NC(C)=C(C(=O)OC)C1c1cc2cc(C)ccc2[nH]c1=O,-16%,0%,2%,-2%,?,-2%
Cc1ccc(NC(=O)CSCC(=O)Nc2sccc2C#N)cc1,?,.,?,-2%,2%,8%
Cn1cnnc1SCC(=O)c1ccc2c(c1)OCO2,-29%,-7%,.,-5%,0%,9%
Cc1ccc(S(=O)(=O)Nc2ccccc2C(=O)N2CCCCCC2)cc1,?,5%,27%,-3%,-15%,15%
CCCCc1nn2c(N)c(/C=C3\C=Nc4ccccc43)c(=O)nc2s1,-2%,0%,-28%,-3%,2%,15%
Cc1ccccc1N=Nc1c(N)n[nH]c1N,2.9µM*,1%,7%,-3%,-11%,-14%
CN(CC(=O)N1CCN(c2ccccn2)CC1)S(=O)(=O)c1ccc2ccccc2c1,-8%,-12%,-10%,-19%,1%,-4%&13%
O=C(NCCC1=CCCCC1)C1CCCN(S(=O)(=O)c2ccc(F)cc2)C1 (stereo unspecified),36%[activator],7%,?,-5%,-1%,-12%
CCc1nc(SCC(=O)N2c3ccccc3CC2C)c2c(C)c(C)sc2n1 (stereo unspecified),?,6%,?,-6%,2%,13µM*
COCCNc1ccc(S(=O)(=O)N2CCCC2)cn1,-5%,1%,7%,2%,1%,-13%
CC(Nc1ccc(F)cc1)=[N+](C)CCNS(=O)(=O)c1ccc(Cl)cc1,2%,3%,-27%,-24%,?,2%

Further results follow:
molecule,Pf growth 96h,LmPK inh,Pf growth 48h,TbPYK inhibitor,Sm TGR block,HCV inhibitor
COc1cc2c(cc1NC(=O)c1ccc(C)c([N+](=O)[O-])c1)oc1ccccc12,-11%,-2%,30%,4%,2%,?
Nn1c(N2CCCCC2)nc2ccccc21,?,-9%,.,-23%,2%,2%
CC1CCCC(C)N1C(=O)COC(=O)Cc1ccc(Cl)cc1 (stereo unspecified),-10%,1%,?,1%,?,9%
CCOC(=O)C1(Cc2cccc(OC)c2)CCN(CC2CC=CCC2)CC1 (stereo unspecified),28%,-1%,?,-15%,.,3%
S=c1nc2ccccc2c2nc(-c3ccccc3Br)[nH]n12,2.3µM*,-3%,2.9µM*,-6%,-3%,4%
COc1ccc(S(=O)(=O)N2CCC(C(=O)NCCN3CCOCC3)CC2)cc1C,-16%,0%,18%,-5%,-14%,-3%
COc1cc2[nH]c(=O)n(CCC(=O)N3CCN(c4cc(Cl)ccc4C)CC3)c(=O)c2cc1OC,0%,3%,12µM*,4%,3%,?
CC(C)c1ccc(NC(=O)C2CCN(S(C)(=O)=O)CC2)cc1,?,-3%,-8%,0%,8%,-15%
Cc1ccc(/C=N\NC(=O)Cn2c(C)nc3ccccc32)o1,?,2%,9%,1%,-36%,2%
O=C(Nc1nc(-c2ccccc2)cs1)c1cccs1,177%[activator],5%,4%,-7%,-5%,?
CC(C)c1cc(N2CCOCC2)n2ncc(-c3ccccc3)c2n1,-8%,-2%,-13%,-6%,0%,?
CCOC(=O)N1CCN(C(=O)C(C)n2nc(C)n3c(cc4sccc43)c2=O)CC1 (stereo unspecified),?,1%,.,-4%,0%,10%
CCOC(=O)/C=C1\NC(=O)CS1,.,-2%,-3%,0%,-5%,28%
Cc1c(C)n2c(SCC(=O)Nc3cccc4ccccc34)nnc2[nH]c1=O,?,.,12µM*,2%,4%,1%
O=S(=O)(Cc1ccc(Cl)cc1)C1CCCCC1O (stereo unspecified),23%,-2%,23%,-3%,7%,14%
O=C(Oc1ccc(C(=S)N2CCOCC2)cc1Br)c1ccccc1F,13%,2%,-3%,-5%,-6%,8%
CC(C)(Oc1ccc(Cl)cc1)C(=O)Nc1ccncc1,?,-4%,?,6%,2%,11µM*
CCCOC(=O)c1c(-c2ccc(C)cc2C)csc1NC(=O)C1C2CCC(O2)C1C(=O)O (stereo unspecified),-9%,4%,-10%,?,-1%,-13%
COc1ccc(-c2ccc(=O)n(Cc3cccc(Cl)c3)n2)cc1,?,10%,-10%,-15%,0%,?
COc1ccc(C2C(C(N)=O)=C(C)Nc3ncnn32)cc1 (stereo unspecified),-3%,-3%,24%,1%,3%,6%
CSc1nc(C)c(CCOC(=O)c2cccc(Cl)c2)c(=O)[nH]1,-21%,-5%,?,4%,-14%,20%
N=C(c1ccc([N+](=O)[O-])cc1)N1CCCCCC1,?,-2%,-6%,-1%,12%,9%
CCCN(CC(=O)Nc1ccccc1C)C(=O)C1CCN(S(=O)(=O)c2ccccc2C(F)(F)F)CC1,?,.,9.3µM*,-3%,-1%,?
N#Cc1cc(N2CCCCC2)c([N+](=O)[O-])cc1C#N,?,-7%,3%,5%,3%,20%
Cc1ccc(C(CC(=O)N2CCCCC2)c2ccccc2)c(O)c1C (stereo unspecified),-11%,2%,-2%[0.00184 µM],2%,1%,-6%

Entries listed so far with a thiophene ring, fused or not, in the order listed:
molecule,Pf growth 96h,LmPK inh,Pf growth 48h,TbPYK inhibitor,Sm TGR block,HCV inhibitor
Cc1ccc(NC(=O)CSCC(=O)Nc2sccc2C#N)cc1,?,.,?,-2%,2%,8%
CCc1nc(SCC(=O)N2c3ccccc3CC2C)c2c(C)c(C)sc2n1 (stereo unspecified),?,6%,?,-6%,2%,13µM*
O=C(Nc1nc(-c2ccccc2)cs1)c1cccs1,177%[activator],5%,4%,-7%,-5%,?
CCOC(=O)N1CCN(C(=O)C(C)n2nc(C)n3c(cc4sccc43)c2=O)CC1 (stereo unspecified),?,1%,.,-4%,0%,10%
CCCOC(=O)c1c(-c2ccc(C)cc2C)csc1NC(=O)C1C2CCC(O2)C1C(=O)O (stereo unspecified),-9%,4%,-10%,?,-1%,-13%

A second format for part of the listing above:
O=C(Oc1ccc(C(=S)N2CCOCC2)cc1Br)c1ccccc1F
  Pf growth 96h: 13% | LmPK inh: 2% | Pf growth 48h: -3% | TbPYK inhibitor: -5% | Sm TGR block: -6% | HCV inhibitor: 8%
CC(C)(Oc1ccc(Cl)cc1)C(=O)Nc1ccncc1
  Pf growth 96h: ? | LmPK inh: -4% | Pf growth 48h: ? | TbPYK inhibitor: 6% | Sm TGR block: 2% | HCV inhibitor: 11µM*

(continued)
molecule,Pf growth 96h,LmPK inh,Pf growth 48h,TbPYK inhibitor,Sm TGR block,HCV inhibitor
Cc1cccc(C)c1NC(=O)/C(C#N)=C/c1cccs1,?,-1%,?,2%,-13%,-12%
COCCOC(=O)C1=C(C)NC2=C(C(=O)CC(c3cccs3)C2)C1c1ccsc1 (stereo unspecified),0%,1%,?,-4%,15%,-9%
COc1ccc(Cc2nc(-c3ccc(-n4cccc4)cc3)no2)cc1OC,?,-1%,-16%,-3%,-2%,10µM*
CC(C)CC1NC(=O)N(CC(=O)Nc2ccc(-c3ccccc3)cc2)C1=O (stereo unspecified),-1%,.,-5%,1%,-7%,?
CCN(CC)S(=O)(=O)c1ccc2c(c1)N(CC(=O)NCc1ccco1)C(=O)CO2,-3%,0%,15%,-6%,?,-4%
CCCCOC(=O)c1ccc(NC(=O)COC(=O)c2ccc3ncsc3c2)cc1,72%[activator],.,-22%,7%,-3%,?
CCC1(CC)NC(=O)N(CC(=O)OCC(=O)Nc2cc(C)ccc2C)C1=O,21%,-3%,5%,0%,0%,7%
CCCCC(=O)NNC(=S)NC(=O)c1cccc([N+](=O)[O-])c1,40%[activator],-2%,0%,-11%,?,?
Cc1ccc(-c2nnn(CC(=O)N(C)C3CCCCC3)n2)o1,-13%,-2%,0%,-2%,.,7%
O=C(NCc1ccccc1)OCCN1CCN(Cc2ccccc2)CCC1=O,-21%,3%,23%,-5%,1%,-5%
CS(=O)(=O)n1nc(-c2cccnc2)nc1NCc1ccccc1,6%,1%,-12%,6%,-5%,?
O=C(Cc1cccs1)Nc1ccc(N2CCOCC2)cc1,99%[activator],2%,.,-15%,-11%,30%
C=C(C)CNC(=S)N/N=C/c1ccccc1OCC(=O)O,?,2%,-13%,-10%,0%,-8%
COC(=O)Cc1ccc(NC(=O)c2ccccc2Cl)cc1,?,-3%,8%,0%,.,-4%
O=C(CSc1nc2[nH]c(=O)cc(O)c2s1)NCCc1ccccc1,?,.,?,-1%,-2%,36%[activator]
